CSN deneddyl inh = blocks human CSN-mediated cullin deneddylation. Purified CSN, SCF-Nedd8-OG deneddylation, fluorescence polarization. inhibition, % at 12.5 µM. actives 0.38% (n = 360,000). AID 651999;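 active = pattern-corrected inhibition above about 35%, with an unprinted fluorescence ratio check between 0.5 and 1.5, limit read from the data, passing the limit was not always enough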;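 note: 0% = enzyme with substrate and 100% = substrate without enzyme; some results filed as inactive read as strong as hits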
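assay system = purified human Csn5 enzyme expressed in HEK293T cells | amount = 0.24 nM enzyme | buffer or medium = Tris/NaCl/DTT buffer, pH 7.5 | reagent = 10 nM SCFSkp2-Nedd8OG | compound = one concentration, 12.5 µM, 0.25% DMSO | times = 90 min reaction at room temperature | signal = FP | read-out basis = % inhibition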
Rpn11 inh = Rpn11 (human) deubiquitinase inhibition; human 26S proteasome, Ub4-pepOG fluorescence polarization; 20S core pre-blocked with epoxomicin; O00487; actives 0.59% (n = 360,000); calls only at 20 µM;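 active = inhibition at 20 µM, scaled to each plate's controls, above about 33%, limit read from the data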
Target sequence (O00487 whole entry, looked up): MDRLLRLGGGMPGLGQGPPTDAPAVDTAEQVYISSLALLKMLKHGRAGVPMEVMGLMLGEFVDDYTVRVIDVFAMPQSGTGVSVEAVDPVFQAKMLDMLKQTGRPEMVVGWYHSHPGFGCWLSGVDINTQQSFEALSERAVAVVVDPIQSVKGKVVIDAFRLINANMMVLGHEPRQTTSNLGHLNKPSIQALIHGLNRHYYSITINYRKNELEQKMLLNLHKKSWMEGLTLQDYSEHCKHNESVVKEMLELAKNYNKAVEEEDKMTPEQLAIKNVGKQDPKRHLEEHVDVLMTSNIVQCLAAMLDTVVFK
DNMT1 inh = blocks human DNA methyltransferase DNMT1. P26358. DNMT1 molecular beacon, Hinp1I cleavage, fluorescence. inhibition (reported as % activation of signal), % at 10 µM. actives 0.83% (n = 360,000). AID 588458; in the data active = inhibition above about 50%
NadD block = inhibitors of Staphylococcus aureus NadD | purified NadD enzyme, colorimetric absorbance read-out | inhibition, % at 20 µM | AID 602399 | actives 0.78% (n = 360,000); in the data active = inhibition above about 26%; note: some compounds past the cut are filed as inactive
SUMO1 PPI mod = modulators of human SUMO1-mediated protein-protein interactions. P63165. SUMO1 binding to a labelled peptide, TR-FRET, 1 h. inhibition, % at 20 µM. actives 0.33% (n = 360,000). AID 602429; in the data active = inhibition above about 37%
Target sequence (P63165 whole entry, looked up): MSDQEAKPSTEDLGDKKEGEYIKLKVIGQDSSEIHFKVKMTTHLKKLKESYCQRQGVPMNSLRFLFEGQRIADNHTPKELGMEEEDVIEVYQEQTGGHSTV
LMPTP block = blocks human LMPTP phosphatase. recombinant LMPTP-A, OMFP fluorogenic substrate, fluorescence intensity. inhibition, % at 20 µM. actives 0.22% (n = 360,000). AID 651560;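 active = compounds that cut the enzyme signal by at least half of the control window in the single-dose screen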;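 note: plate controls were DMSO wells with enzyme plus substrate for no effect and substrate without enzyme for full effect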
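Assay system: LMPTP-A, protein tyrosine phosphatase of low molecular weight / Medium: pH 6.0 Bis-Tris buffer with DTT and Triton X-100 / Schedule: 50 min enzyme reaction at room temperature, protected from light / Measured by: endpoint fluorescence intensity from OMFP dephosphorylation / Read-out basis: % inhibition relative to no-enzyme and uninhibited control wells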
TbMetRS inhib = blocks T. brucei methionyl-tRNA synthetase activity. purified T. brucei MetRS, ATP depletion, Kinase-Glo luminescence. inhibition, % at 11.9 µM. actives 0.4% (n = 360,000);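 active = inhibition above a per-plate cutoff of the control wells' mean inhibition plus 3 SD, cut at about 5.5% in these data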;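 note: 0% = DMSO wells median and 100% = median of wells with control inhibitor compound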
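Material – parasite MetRS enzyme · Medium – HEPES-MgCl2-KCl buffer plus DTT, spermine, BSA, pyrophosphatase · Reagent – ATP, methionine and E. coli bulk tRNA substrates · Times – 15 min enzyme-compound preincubation, 2 h reaction, 10 min detection, 25 °C · Measured by – luminescence of leftover ATP · Evaluation – percent inhibition relative to median high and low control wells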
Scp-1 inhibitor = Scp-1 (human) phosphatase inhibition; Q9GZU7; Recombinant Scp1, phosphopeptide, malachite green phosphate absorbance; inhibition, % at 20 µM; actives 0.88% (n = 340,000); AID 493091;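 active = inhibition above about 50% at 20 µM, limit read from the data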;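 note: plate controls were DMSO wells with enzyme for no effect and wells lacking enzyme for full effect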
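assay system = SCP-1 phosphatase catalytic domain, residues 76-261 | buffer or medium = 50 mM Tris acetate pH 5.5, 0.005% Tween-20, 10 mM MgCl2 | incubation = enzyme reaction 45 min at room temperature, colour 5 min, stabilisation 30 min | signal = Phosphate-binding colour reagent, absorbance read at 630 nm | measure = % inhibition at 20 µM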
STEP block = blocks human striatal-enriched tyrosine phosphatase; recombinant STEP, OMFP fluorogenic substrate, fluorescence; inhibition, % at 20 µM; actives 0.25% (n = 360,000); AID 588621;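 active = inhibition at 20 µM, scaled per plate between control wells, above about 37%, limit read from the data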;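 note: 0% = DMSO with enzyme and substrate and 100% = substrate only without enzyme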
Target sequence (P54829 whole entry, looked up): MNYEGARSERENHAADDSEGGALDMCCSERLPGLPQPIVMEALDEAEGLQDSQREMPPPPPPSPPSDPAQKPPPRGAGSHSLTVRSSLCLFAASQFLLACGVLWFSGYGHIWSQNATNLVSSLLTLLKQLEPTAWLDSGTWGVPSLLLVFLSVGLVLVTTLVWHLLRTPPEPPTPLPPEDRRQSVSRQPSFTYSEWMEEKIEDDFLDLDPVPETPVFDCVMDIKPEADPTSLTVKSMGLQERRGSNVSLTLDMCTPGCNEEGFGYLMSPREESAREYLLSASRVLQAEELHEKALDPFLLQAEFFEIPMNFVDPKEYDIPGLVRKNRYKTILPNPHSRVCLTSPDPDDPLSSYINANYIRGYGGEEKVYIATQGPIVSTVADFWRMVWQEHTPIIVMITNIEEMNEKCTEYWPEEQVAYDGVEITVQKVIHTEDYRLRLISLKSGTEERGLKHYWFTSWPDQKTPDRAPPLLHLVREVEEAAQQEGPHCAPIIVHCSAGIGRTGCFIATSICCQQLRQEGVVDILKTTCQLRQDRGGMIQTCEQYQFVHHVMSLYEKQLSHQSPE
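Assay system: isolated STEP enzyme / Timing: 20 min at room temperature, dark / Doses: 20 µM, 1% DMSO / Technique: fluorescence intensity, excitation 480 nm, emission 540 nm / Reagent: fluorogenic phosphatase substrate OMFP at 25 µM final / Measure: percent inhibition scaled to no-enzyme and uninhibited-enzyme controls, plate-pattern corrected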
MsrA inhibitor = bovine MsrA inhibition | purified bovine MsrA, absorbance read-out | inhibition, % at 15.5 µM | actives 0.75% (n = 360,000) | AID 651718; in the data active = inhibition above about 4.5%;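 note: 0% = vehicle wells with enzyme and 100% = reference inhibitor wells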
* marks the source's active call; other numbers are inactive results; i = inactive; / = no result given.

SMILES | CSN deneddyl inh | Rpn11 inh | DNMT1 inh | NadD block | SUMO1 PPI mod | LMPTP block | TbMetRS inhib | Scp-1 inhibitor | STEP block | MsrA inhibitor
CC(C)N1CCC(C)(C(=O)Nc2ccc(Cl)c(Cl)c2)C1 (configuration not stated) | -2 | i | 4 | 0 | 0 | 0.4 | -0.2 | / | -2 | -0.1
Cc1nc2ccccc2c(=O)n1-c1cccc(NS(=O)(=O)c2ccccc2)c1 | 1 | i | 0 | 1 | 7 | -0.6 | -0.5 | -2 | -2 | -1.0
CN(c1ccccc1)S(=O)(=O)c1ccc(NC(=O)c2cccs2)cc1 | 0 | i | -8 | -7 | 0 | 2.0 | -0.6 | -7 | 0 | 0.8
O=C(C(=O)N1CCN(C/C=C/c2ccccc2)CC1)c1ccccc1 | 3 | / | / | / | 1 | -1.1 | -0.8 | / | / | -0.2
COc1nc(OC)nc(N2CCC(C(=O)NCc3cccs3)CC2)n1 | -5 | i | 16 | 5 | 2 | 0.5 | -0.2 | -5 | 15 | -0.5
O=C(N/N=C/c1ccccc1)c1ccc(NC(=O)c2ccc(F)cc2)cc1 | -1 | i | 6 | 2 | 1 | 2.4 | -0.5 | -5 | 0 | 0.4
COC(=O)C(CC(=O)c1ccc(Cl)cc1)c1ccccc1 (configuration not stated) | 6 | i | 2 | -2 | 0 | 1.4 | -0.2 | -8 | 2 | 0.3
CCCCCn1c(SCCc2ccccc2)nc2c1c(=O)[nH]c(=O)n2C | 1 | i | 8 | 9 | -3 | -0.4 | -1.1 | 0 | 1 | -0.1
O=C(COC(=O)c1c(Cl)cccc1Cl)NCc1cccs1 | -1 | i | -2 | -4 | 0 | -0.5 | -0.3 | -8 | -2 | -0.7
CCOc1cc(C2NC(=O)NC(c3ccccc3)=C2C(C)=O)ccc1OCC(N)=O (configuration not stated) | -3 | i | 2 | -16 | 2 | -2.4 | -0.9 | 9 | -6 | 1.6
O=[N+]([O-])c1ccc(OCc2cn([C@@H](CO)c3ccccc3)nn2)c(Br)c1 | 2 | i | 4 | -1 | -32 | 1.3 | 0.8 | 6 | -2 | 2.9
CCCN(C)C1CN(Cc2cn(Cc3ccc(F)cc3)nn2)S(=O)(=O)C1 (configuration not stated) | 2 | / | / | -1 | 2 | -1.5 | -0.5 | / | / | -0.6

Compound profiles (already shown). Order of values: CSN deneddyl inh | Rpn11 inh | DNMT1 inh | NadD block | SUMO1 PPI mod | LMPTP block | TbMetRS inhib | Scp-1 inhibitor | STEP block | MsrA inhibitor
CCCCCn1c(SCCc2ccccc2)nc2c1c(=O)[nH]c(=O)n2C across the screens: 1 | i | 8 | 9 | -3 | -0.4 | -1.1 | 0 | 1 | -0.1
O=[N+]([O-])c1ccc(OCc2cn([C@@H](CO)c3ccccc3)nn2)c(Br)c1 across the screens: 2 | i | 4 | -1 | -32 | 1.3 | 0.8 | 6 | -2 | 2.9
CN(c1ccccc1)S(=O)(=O)c1ccc(NC(=O)c2cccs2)cc1 across the screens: 0 | i | -8 | -7 | 0 | 2.0 | -0.6 | -7 | 0 | 0.8
COC(=O)C(CC(=O)c1ccc(Cl)cc1)c1ccccc1 (configuration not stated) across the screens: 6 | i | 2 | -2 | 0 | 1.4 | -0.2 | -8 | 2 | 0.3

(listing goes on)
SMILES | CSN deneddyl inh | Rpn11 inh | DNMT1 inh | NadD block | SUMO1 PPI mod | LMPTP block | TbMetRS inhib | Scp-1 inhibitor | STEP block | MsrA inhibitor
CC(=O)c1sc(Nc2nc3ccc(F)cc3s2)nc1C | 2 | i | -3 | 1 | -11 | 2.1 | 0.3 | -2 | 0 | -0.2
CN(C)C=NC(=O)c1cc(C(=O)c2ccc(C(C)(C)C)cc2)c[nH]1 | 5 | i | -1 | -8 | 2 | 2.5 | -0.9 | 4 | -2 | -0.8
COc1ccc(S(=O)(=O)N2CCOCC2)cc1NC(=O)CO/N=C/c1ccccc1OC(F)F | -5 | i | -3 | -8 | 3 | 2.2 | -0.6 | -21 | -1 | 0.0
COC1c2ccccc2C(=O)N1Cc1ccc(F)cc1 (configuration not stated) | -1 | i | 0 | -5 | -3 | 1.5 | -0.2 | -7 | -4 | 1.4
Cc1cnc(C(=O)OCC(=O)Nc2cccc3ccccc23)cn1 | -10 | i | -8 | 1 | 6 | -0.7 | 0.0 | -9 | 0 | -1.8
C=C(C)C(=O)Nc1ccc2c(c1)OCCOCCOCCO2 | 18 | i | 90* | 5 | 57* | 0.9 | 0.3 | 97* | 64* | 0.6
O=C(CSc1nc2ccccc2c(=O)n1Cc1ccc(F)cc1)NCc1cccs1 | -2 | i | 6 | -18 | -4 | -0.5 | -0.2 | -5 | -2 | 0.6
Cc1ccc(S(=O)(=O)N[C@H](C(=O)N2CCC(C(=O)N[C@H](C(=O)O)c3ccccc3)CC2)C(C)C)cc1 | 1 | i | 1 | -2 | 2 | 0.2 | -2.4 | 1 | -2 | -1.4
CC(C)OC(=O)CSc1nnc(-c2ccc(Cl)cc2Cl)o1 | 4 | i | 0 | -4 | 0 | -0.2 | -0.1 | -14 | 0 | 0.7
Cc1ccc(-c2csc3nc4c5ccccc5c(NCCCN(C)C)nn4c(=O)c23)cc1 | 14 | i | 12 | 29 | 0 | 0.4 | -0.5 | -3 | 5 | -0.1
Cc1ccc(S(=O)(=O)N(C)C[C@@H]2Oc3ccc(NC(=O)Cn4cnnn4)cc3C(=O)N([C@@H](C)CO)C[C@H]2C)cc1 | 4 | i | -4 | -1 | 3 | 1.6 | -0.2 | -6 | 0 | -0.6
CCc1ccc(C(=O)COC(=O)C(Cc2ccccc2)NC(=O)c2ccc(Cl)cc2)cc1 (configuration not stated) | 3 | i | 6 | -2 | 2 | 4.1 | 0.4 | -13 | 0 | 3.0
Cc1cccc(NC(=O)Nc2ccc3c(c2)N(C)C(=O)CS3)n1 | 10 | i | -9 | 5 | -2 | 0.2 | -0.7 | 0 | 0 | -0.3
O=C(O)COc1ccc2c(c1)O/C(=C\c1cccs1)C2=O | 0 | i | 4 | -3 | 2 | 1.1 | -0.7 | 14 | 1 | 2.6
Cc1[nH]n(-c2ccc([N+](=O)[O-])cc2)c(=O)c1C=NCC1CCCO1 (configuration not stated) | -10 | i | 0 | -8 | -24 | -0.2 | -2.6 | -1 | 0 | 6.8*
CO[C@H]1O[C@H](C)[C@@H](O)C[C@H]1NC(=O)OCc1ccccc1 | -1 | i | 1 | -6 | 6 | 0.0 | -2.0 | -8 | -1 | -0.5
Cc1ccc2c(C)c(C(=O)N3CCN(c4cnccn4)CC3)oc2c1C | 2 | i | -2 | 0 | 2 | 1.7 | -0.1 | -5 | 1 | 0.9
CC(C)=C1C2C=CC1C1C(=O)N(c3ccc4c(c3)OCO4)C(=O)C21 (configuration not stated) | 5 | i | 0 | 6 | 7 | -1.3 | -0.6 | -8 | 2 | -0.8
CCCCNC(=O)CCC(=O)Nc1ncc(-c2ccc(C)cc2)n1C | -5 | i | 6 | 2 | 0 | 0.2 | -0.2 | -8 | -2 | 0.6
O=C(CSc1ccc2nnc(-c3ccc(Cl)cc3)n2n1)N1CCc2ccccc21 | -1 | i | 10 | -1 | -3 | -0.1 | -1.1 | 0 | 2 | 0.4
CCOc1cc(/C=C2\C(=O)N(Cc3ccc(C)cc3)C(C)=C2C(=O)OC)ccc1O | -4 | i | -10 | -4 | -9 | 1.5 | -0.6 | -7 | 2 | 1.7
C#CCN1C(=O)S/C(=C\c2ccc(-c3ccc(C(=O)O)cc3C)o2)C1=O | 39* | i | 79* | 9 | 19 | 22 | 1.3 | 62* | 0 | 2.0
CCCN(CC(=O)Nc1ccc(F)c(F)c1F)C(=O)c1ccc(N2CCCC2=O)cc1 | 2 | i | 0 | 0 | 2 | 1.2 | 0.1 | 5 | -2 | -0.7
Cc1ccc(-c2noc(CCC(=O)NCc3ccco3)n2)cc1 | 2 | i | -11 | -4 | 3 | -1.7 | -0.7 | -4 | -1 | -0.4
C[C@H]1O[C@@H](O[C@H]2CC[C@@]3(C)C(CC[C@]4(C)C3C=C[C@]35OC[C@@]6(CCC(C)(C)C[C@H]63)[C@@H](O)C[C@]54C)[C@]2(C)CO)[C@H](O)[C@@H](O[C@@H]2O[C@H](CO)[C@@H](O)[C@H](O)[C@H]2O)[C@H]1O (some centres not stated) | -1 | i | -14 | -10 | 15 | 9.0 | -0.1 | 24 | 1 | 1.9
COc1ccc(CN2CCCCC2C)c(C)c1C (configuration not stated) | -4 | i | 0 | -1 | 4 | -1.8 | -0.8 | -4 | -1 | 1.7
O=C(COC(=O)c1cccc(NC(=O)c2ccco2)c1)c1ccc(Br)cc1 | -1 | i | -11 | -6 | 1 | 5.3 | 0.6 | -20 | 0 | 0.3
CC1CN(C(=O)c2ccc(Br)c(S(=O)(=O)N3CCOCC3)c2)CC(C)O1 (configuration not stated) | -3 | i | 6 | 3 | 3 | -0.2 | -0.1 | -1 | 0 | -0.2
O=C(NCc1ccco1)c1csc2c1CCCC2 | -1 | i | 19 | -4 | 0 | 1.4 | -0.5 | -3 | 0 | -1.2
CCCC(=O)Nc1ccc(C(=O)COC(=O)C2CC2)cc1 | 1 | i | 2 | -7 | -1 | -0.6 | -0.4 | -5 | -1 | 1.9
COCC(C)N1CCC(Oc2cccc(C(=O)NCCc3ccccc3)c2)CC1 (configuration not stated) | 6 | i | 3 | 0 | 6 | 1.0 | -0.1 | -8 | -1 | -0.9
O=S(=O)(NCCc1csc(-c2ccc(C(F)(F)F)cc2)n1)c1ccc2c(c1)OCCO2 | -5 | i | -3 | -5 | 2 | 2.2 | -0.4 | -8 | -2 | 0.0
CCOCCCN(C(=O)c1ccco1)C(C(=O)NC1CCCC1)c1cccc(OC)c1OC (configuration not stated) | 1 | i | 0 | -2 | -1 | -1.4 | -0.8 | 3 | -4 | 0.2
C/C(=N/NC(=O)c1cc(-c2cccc([N+](=O)[O-])c2)n[nH]1)c1ccc(Cl)cc1 | 10 | i | 26 | 8 | -15 | 0.8 | -0.4 | -8 | 0 | 0.6
O=C(CCNC(=O)c1ccc(Cl)cc1)NNC(=O)c1ccc(F)cc1 | 3 | i | 1 | -3 | 2 | -0.2 | 0.5 | 1 | -1 | 0.1
NC(N)=N/N=C/c1cc([N+](=O)[O-])ccc1O | -11 | i | 14 | -9 | -18 | 0.3 | 0.3 | -7 | -2 | 2.4
Cn1cnnc1SCC(=O)c1c[nH]c2ccccc12 | 1 | i | -12 | -3 | 0 | -2.1 | 1.0 | -2 | -1 | 0.6

Compound activity deposited in PubChem by several laboratories.
